Screens from PubChem BioAssay.
SSB-PriA inh: inhibitors of Klebsiella pneumoniae PriA binding to SSB C-terminal tail; AlphaScreen SSBct-PriA binding, biotinylated peptide; inhibition, % at 33 µM; 0.6% of 430,000 active; AID 1272365; in the data active means inhibition mostly above about 37%, no sharp cut-off; inactive means mostly below about 20%;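 further: plate controls were negative control peptide for no effect and reference peptide for full effect; strong numbers were not always called active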
* hit, by the source's call; & = joins results of further samples. The list is partial; rates above refer to the full screens.

Start of the data: the first two compounds (preview)
SMILES | SSB-PriA inh
CCC(=O)Nc1ccc(S(=O)(=O)Nc2ccc(-c3ccc(S(=O)(=O)CC)nn3)cc2)cc1 | 16
Cc1ccc(N2CCn3c2nnc(C(=O)NCCC2=CCCCC2)c3=O)cc1 | -9&-2

Results, from the start:
SMILES | SSB-PriA inh
CCC(=O)Nc1ccc(S(=O)(=O)Nc2ccc(-c3ccc(S(=O)(=O)CC)nn3)cc2)cc1 | 16
Cc1ccc(N2CCn3c2nnc(C(=O)NCCC2=CCCCC2)c3=O)cc1 | -9&-2
CC1Cc2ccccc2N1C(=O)c1c[nH]c(=O)n(Cc2cccs2)c1=O (stereo not drawn) | -6
CCC12CN3CCN(CC(C3)C1=NNC(=O)c1ccc(F)cc1)C2 | -18
COc1ccc(/C=C(/NC(=O)c2ccccc2)C(=O)NN=Cc2cccs2)cc1OC | 8
Oc1ccc2cc(Br)ccc2c1 | -29
O=C(Nc1ccccc1Cl)C(=O)NC1CCCCCC1 | -4
CCOc1ncc(NC(=O)COc2ccc(Cl)cc2)c(N(C)C)n1 | -5
Cc1ccccc1N(CC(=O)NN=Cc1ccc(Cl)cc1)C(=O)c1ccccc1 | -10
Cc1ccc(S(=O)(=O)NN=Cc2cccc3c2OCCO3)cc1 | -5
CCOC(=O)Cn1c(=NC(=O)CN2C(=O)c3ccccc3C2=O)sc2c(C)cc(C)cc21 | -6
O=C(Cc1ccc(F)cc1)N1CCS[C@H](c2ccccc2)CC1 | -3
COc1cc(OC)c(OC)cc1C=NNc1ncnc2c1[nH]c1ccccc12 | -3
COc1cc(C(C)=O)ccc1OCC(=O)NCCn1nc(-c2ccc(F)cc2)ccc1=O | 4
C(=NN=Cc1cccs1)c1cccs1 | 4
Cc1cc(C)c(S(=O)(=O)NCC(c2ccc3c(c2)CCN3C)N(C)C)c(C)c1 (stereo not drawn) | 37
COc1ccc(-n2c(C)nc3ccc(NC(=O)c4ccccc4Cl)cc3c2=O)cc1 | 9
O=C(COc1ccccc1)N1CCC(CNS(=O)(=O)c2ccc(OC(F)(F)F)cc2)CC1 | -7
COc1ccc(-c2cnc(C(=O)NCc3cccs3)o2)cc1 | 13
CC(CC(=O)N1CCN(C=O)CC1)=NNC(=O)c1ccc(Br)cc1 | -10
CCOC(=O)c1c(NC(=O)C2CCN(S(C)(=O)=O)CC2)sc2ccccc12 | -2
O=C(C1CC1)N1CCN(c2nc(-c3ccsc3)cs2)CC1 | 6
Cc1cc(NC(=O)c2ccc(S(=O)(=O)N(CC(C)C)CC(C)C)cc2)n(C(C)C)n1 | 3
COc1ccccc1NC(=O)N1CCN(c2ccccc2)CC1 | 4
COc1cccc(CC(=O)Nc2ncc(S(=O)(=O)c3ccc([N+](=O)[O-])cc3)s2)c1 | -4
O=C(NCCCn1ccc2cccnc21)C1CC=CCC1 (stereo not drawn) | -15
CCOc1ccc(-c2cc3c(=O)n(CC(=O)Nc4ccccc4C(=O)OC)ncn3n2)cc1 | -17&-1
CN1CCN(c2nc3ccc(NC(=O)C4CC(=O)N(c5ccccc5)C4)cc3s2)CC1 (stereo not drawn) | -2
CCOC(=O)C=c1sc(=C(C#N)C(=O)NC)n(-c2ccccc2)c1=O | -18
COc1ccccc1/C=C/C1C(C(=O)OC(C)C)=C(C)N=C2SCCC(=O)N21 (stereo not drawn) | -18
COc1ccc(NC(=O)Cc2csc(NC(=O)C(C)(C)C)n2)c(OC)c1 | 11
CCCN1CCCc2cc(CCNC(=O)C(=O)NCC3CCCO3)ccc21 (stereo not drawn) | 2&36
O=C(c1ccsc1)N1CCC(Oc2ccc(C(F)(F)F)cn2)CC1 | -2
Cc1ccc2c(Nc3ccc(S(C)(=O)=O)cc3)c(C(=O)N3CCC(C)CC3)cnc2n1 | -7
NC(Cc1cccc2ccccc12)=NO | -10
Cc1nc(-n2cccc2)sc1C(=O)N1CCN(c2cccc(Cl)c2)CC1 | 6
Cc1cc(OCC(=O)NCCCn2nc(-c3ccncc3)ccc2=O)ccc1Cl | 0
COc1cc([N+](=O)[O-])cc2sc(NC(=O)c3ccco3)nc12 | 3
CCOC(=O)c1ccc(NC(=O)Cn2cc(OC)c(=O)cc2CN2CCC(C)CC2)cc1 | -17
CC(O)(CNC(=O)c1ccc2ncsc2c1)C1CC1 (stereo not drawn) | 18
Cc1nc(C(=O)N2CCC[C@H](Cc3nc(-c4ccsc4)no3)C2)cs1 | 7
O=C(Cn1nc(-c2ccco2)c2sc(N3CCCC3)nc2c1=O)Nc1ccc(C(F)(F)F)cc1 | -14&-1
CCOc1ccc(NC(C)C(=O)NN=Cc2cccs2)cc1 (stereo not drawn) | 13
Cn1nc(CNC(=O)c2ccc3c(c2)OCO3)cc1-c1ccncc1 | -2
COc1nccnc1OC1CCN(C(=O)Cn2cnc3ccccc3c2=O)C1 (stereo not drawn) | 2
COc1c(C)cc(S(=O)(=O)Nc2ccc(-n3c(C)nc4ccccc4c3=O)cc2)c(C)c1C | 5
CC(=NN=Cc1ccccc1)c1nnn(-c2nonc2N)c1C | -10
Cn1cc(S(=O)(=O)N2CCCN(C(=O)c3cc4ccccc4s3)CC2)cn1 | -5
COc1ccc(NC(=O)Nc2ccc3nc(C)n(-c4ccc(F)cc4)c(=O)c3c2)c(OC)c1 | 10
CN(CC1COCCO1)S(=O)(=O)c1ccc(Cl)s1 (stereo not drawn) | -24
CCOC(=O)c1cnc2cc(C(F)(F)F)ccc2c1NCC(C)O (stereo not drawn) | 2
O=C(/C=C/c1ccc([N+](=O)[O-])cc1)Nc1ccccc1-c1nc2ccccc2[nH]1 | 4
CC(CC(=O)Nc1ccc(Cl)c(C(F)(F)F)c1)=NNC(N)=S | -3
Cc1ccc(N2CCC(CNC(=O)C3c4ccccc4Oc4ccccc43)CC2)nn1 | 5
Cc1ccc2cccc(OC(=O)N3CCCCCC3)c2n1 | 3
O=C(NCC(c1ccc(F)cc1)N1CCOCC1)c1ccccc1[N+](=O)[O-] (stereo not drawn) | -14
CN(CC(=O)Nc1cnn(CC2CCOCC2)c1)S(C)(=O)=O | -5
N#Cc1ccc(C(=O)NCC2(O)Cc3ccccc3C2)cc1 | -1
Cc1cn2nc(C(=O)N3CCN(C(c4ccccc4)c4ccccc4)CC3)cc2c(=O)[nH]1 | -19
O=C1NC(=S)/C(=C/c2cccnc2)S1 | 3

Next records
SMILES | SSB-PriA inh
Cc1cc(CN2CCC(CN)CC2)c(C)o1 | 7
CCCCOc1ccc(C(=O)NNC(=O)c2ccc(=O)n(Cc3ccccc3)c2)cc1 | -21
COC(CNC(=O)c1cccs1)c1ccccc1Cl (stereo not drawn) | -13
COc1ccc2cc(C(=O)N3CCCC[C@H](c4ccc(F)cc4)C3)[nH]c2c1 | -12
COc1ccccc1N1CCN(CCNC(=O)C(=O)Nc2cccc(Cl)c2C)CC1 | -4
CCOC(=O)C1CCN(c2ccc(S(=O)(=O)C(F)(F)F)cc2[N+](=O)[O-])CC1 | 35*
O=C(Cc1csc(SCC(=O)c2ccc3c(c2)OCO3)n1)NCc1ccccc1 | 7
CC(=O)c1sc(NN=Cc2cccc([N+](=O)[O-])c2)nc1C | 11
Nc1n[nH]c(CC(=O)O)n1 | -11
CCc1ccc(C=NNC(=O)c2nnn(-c3nonc3N)c2C(C)C)cc1 | -15
O=C(Cn1nc(-c2ccco2)c2sc(N3CCCCC3)nc2c1=O)N1CCc2ccccc21 | -7
CCCOc1ccc(N2CCN(C(=O)c3ccc(OC)c(OC)c3)CC2)nn1 | -5
O=C(Cc1ccccc1)NN=Cc1ccc(Cl)cc1Cl | 0
CCOC(=O)N1CCN(C(=O)CCc2csc3nc(-c4ccc(Cl)cc4)cn23)CC1 | -9
COc1ccccc1C(=O)NC(=Nc1nc(C)cc(C)n1)Nc1ccccc1 | 0
Cc1nc(NC(=O)C2CCN(c3cc(-n4ccc5ccccc54)ncn3)CC2)sc1C | -2
NC(=O)c1ccc(NC(=O)C(=O)NC2CCCCC2)cc1 | -15
CCOc1ccc(S(=O)(=O)NCC2CCN(c3cnccn3)CC2)cc1C | -8
Cc1nnc(C)n1N=Cc1cccc(Oc2ccccc2)c1 | 1
COc1ccc(Cc2nnc(NC(=O)c3cc4ccccc4o3)o2)cc1 | 6
CC1CCc2oc3c(cc(NS(=O)(=O)c4cccs4)c4ccccc43)c2C1 (stereo not drawn) | 22
CCNC(=O)NCC(C)(O)CCSC (stereo not drawn) | -6
CCCn1c(=O)c2sc(N3CCCC3)nc2n(CC(=O)Nc2ccc(S(C)(=O)=O)cc2)c1=O | 0
COc1ccc(N2CCCS2(=O)=O)cc1NC(=O)C(=O)NCC1CCCO1 (stereo not drawn) | 1
O=C(NCCn1nc(-c2ccccc2)ccc1=O)c1cc2cc(Br)ccc2oc1=O | 1
CC(CCC(C)C)=NNc1ccc(S(N)(=O)=O)cc1[N+](=O)[O-] | 42*
O=c1[nH]c(SCc2nc(-c3cccc(C(F)(F)F)c3)no2)nc2ccsc12 | -10
Cc1nsc(C(=O)N2CCN(C(=O)c3ccco3)CC2)n1 | -7
O=C(Nc1ccc(CN2CCN(c3ccccn3)CC2)cc1)C1CCCCC1 | -17
Cc1cccc(NC(=O)c2nnn(Cc3nc(-c4ccc(Cl)cc4)oc3C)c2C)c1C | 2
Cc1cc(C(=O)Nc2cc(Cl)cc(Cl)c2)on1 | 2
CN(C)C(=NO)c1c(Cl)cccc1Cl | -9
O=C(c1ccccc1)c1cc(Cl)ccc1N=Cc1c(O)c2ccccc2oc1=O | -6
Cc1csc(C(=O)N2CCC(n3ccnn3)CC2)c1 | -4
COc1cccc(C2C(C(=O)Nc3ccc(C)cc3C)C(C)Nc3ncnn32)c1OC (stereo not drawn) | -4
Cc1cc(S(=O)(=O)NC[C@@](O)(c2ccccc2)C(F)(F)F)ccc1F | -9
COc1cc([N+](=O)[O-])cc2cc(C(=O)NCCCN3CCOCC3)c(=O)oc12 | 0
O=C(CCCS(=O)(=O)c1ccccc1)Nc1nnc(-c2cccs2)o1 | 8
COc1ccc2nc(N3CCN(C(=O)C4CCCN4S(C)(=O)=O)CC3)sc2c1 (stereo not drawn) | -13
O=C(O)c1cc(-c2ccc(C=NNC(=S)Nc3ccccc3)o2)ccc1Cl | -1
CCOC(=O)N1CCN(S(=O)(=O)CCCOc2ccc(F)cc2)CC1 | -24
O=C(c1ccc(Cl)s1)N1CCc2ncncc2C1 | 14
O=C(NN=Cc1cc([N+](=O)[O-])ccc1O)c1cccc(N2CCCC2=O)c1 | -1
Cn1cccc1-c1noc(CNC(=O)c2n[nH]c(=O)c3ccccc23)n1 | -3
Cc1ccc(C(=O)NCCOc2ccc(-c3cccs3)nn2)cc1[N+](=O)[O-] | 12
O=C(/C=C/c1ccccc1OC(=O)c1cccnc1)c1ccc(Cl)cc1 | 2
CC(=NN=Cc1ccccc1O)c1ccccc1O | -5
O=C(C1CSc2nccc(=O)n2C1)N1CCN(c2ccc(C(F)(F)F)cn2)CC1 (stereo not drawn) | -3
O=C(NCc1nn(CCN2CCCC2)c(=O)c2ccccc12)c1cccc(C(F)(F)F)c1 | -14
O=C(NCCNc1ccc(-n2cccc2)nn1)Nc1ccc2c(c1)OCCO2 | 8
Cc1nnsc1C(=O)NC1CCN(c2nccs2)C1 (stereo not drawn) | 4
O=C(C1CC1)N1CCN(CC(F)(F)F)CC1 | -9
COc1cccc(OC)c1C(=O)NCCOc1cccc(C(F)(F)F)c1 | -20&-15
CCCCCCC=NNc1nnc(Cc2ccc(OC)c(OC)c2)c(=O)[nH]1 | -11
COc1ccc(C(=O)NCC(c2ccc3c(c2)CCCN3C)N2CCOCC2)c(OC)c1 (stereo not drawn) | 4
C[C@H]1CCCCN1C(=O)C1CN(C(=O)c2cnccn2)C1 | -12
O=C(NC[C@]1(O)CCc2ccccc2C1)c1cccc2ccccc12 | 0
CC(C)c1cc(=O)[nH]c(-n2nc(-c3cccs3)cc2N)n1 | 4
CCN1C(=O)Cc2cc(NS(=O)(=O)c3cc(OC)ccc3OC)ccc21 | 16
c1nc(NCCN2CCOCC2)c2c3c(sc2n1)CCCC3 | -1

(cont.)
SMILES | SSB-PriA inh
Cc1ccc(C)c(N2CCN(C(=O)c3cc(-c4sc(-c5ccc(F)cc5)nc4C)[nH]n3)CC2)c1 | 11
Cn1cccc1C(CNC(=O)c1ccc(F)cc1F)N1CCc2ccccc2C1 (stereo not drawn) | 3
CN(C)c1cccc(C(=O)NCC#CCN2CCc3ccccc3C2)c1 | 16
Cc1c(C(=O)O)oc2ccc(F)cc12 | 3

Reformatted with tabs: 21 of the compounds above
structure	SSB-PriA inh
Cn1cccc1-c1noc(CNC(=O)c2n[nH]c(=O)c3ccccc23)n1	-3
Cc1ccc(C(=O)NCCOc2ccc(-c3cccs3)nn2)cc1[N+](=O)[O-]	12
O=C(/C=C/c1ccccc1OC(=O)c1cccnc1)c1ccc(Cl)cc1	2
CC(=NN=Cc1ccccc1O)c1ccccc1O	-5
O=C(C1CSc2nccc(=O)n2C1)N1CCN(c2ccc(C(F)(F)F)cn2)CC1 (stereo not drawn)	-3
O=C(NCc1nn(CCN2CCCC2)c(=O)c2ccccc12)c1cccc(C(F)(F)F)c1	-14
O=C(NCCNc1ccc(-n2cccc2)nn1)Nc1ccc2c(c1)OCCO2	8
Cc1nnsc1C(=O)NC1CCN(c2nccs2)C1 (stereo not drawn)	4
O=C(C1CC1)N1CCN(CC(F)(F)F)CC1	-9
COc1cccc(OC)c1C(=O)NCCOc1cccc(C(F)(F)F)c1	-20&-15
CCCCCCC=NNc1nnc(Cc2ccc(OC)c(OC)c2)c(=O)[nH]1	-11
COc1ccc(C(=O)NCC(c2ccc3c(c2)CCCN3C)N2CCOCC2)c(OC)c1 (stereo not drawn)	4
C[C@H]1CCCCN1C(=O)C1CN(C(=O)c2cnccn2)C1	-12
O=C(NC[C@]1(O)CCc2ccccc2C1)c1cccc2ccccc12	0
CC(C)c1cc(=O)[nH]c(-n2nc(-c3cccs3)cc2N)n1	4
CCN1C(=O)Cc2cc(NS(=O)(=O)c3cc(OC)ccc3OC)ccc21	16
c1nc(NCCN2CCOCC2)c2c3c(sc2n1)CCCC3	-1
Cc1ccc(C)c(N2CCN(C(=O)c3cc(-c4sc(-c5ccc(F)cc5)nc4C)[nH]n3)CC2)c1	11
Cn1cccc1C(CNC(=O)c1ccc(F)cc1F)N1CCc2ccccc2C1 (stereo not drawn)	3
CN(C)c1cccc(C(=O)NCC#CCN2CCc3ccccc3C2)c1	16
Cc1c(C(=O)O)oc2ccc(F)cc12	3
